# Screens: PubChem BioAssay, National Center for Advancing Translational Sciences (NCATS)
# TDP1 cell noCPT: qHTS for Inhibitors of human tyrosyl-DNA phosphodiesterase 1 (TDP1): qHTS in cells in absence of CPT; DT40 Tdp1-/- hTDP1 cells, no CPT, ATP luminescence, 48 h; Potency, µM (doses to about 46.2 µM), inactives show at the top dose activity change, negative = growth inhibition, actives largely listed as inhibitors; actives 15% (n = 420,000); note: nearly all actives have a fitted effect of over 55% in size
#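 Cells were dispensed at 400 per well, compounds added by pin tool, plates incubated ≥48 hr at 37 °C, then CellTiter-Glo added for 30 min at room temperature before luminescence reading. Line: DT40 Tdp1-/- complemented with hTDP1; camptothecin omitted.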
# DT40 TDP1 CPT: growth inhibition of DT40 Tdp1-/-;hTDP1 cells with camptothecin (screen for TDP1 inhibitors) | chicken DT40 Tdp1-/-;hTDP1 cells + 20 nM CPT, ATP luminescence, 48 h | AID 686979 | Potency, µM (top dose mostly 46.2 µM), inactives show top-dose activity change, negative = growth inhibition, actives largely listed as inhibitors | actives 12% (n = 420,000); note: nearly all actives have a fitted effect of over 55% in size
#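 Cell growth measured by CellTiter-Glo luminescence after a minimum 48 h, 37 C compound exposure with 20 nM CPT in Tdp1-knockout DT40 cells stably expressing hTDP1, seeded 400/well; qHTS titration format.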
# KAT2A inh: GCN5L2 (KAT2A) acetyltransferase inhibition | GCN5L2 HAT assay, ThioGlo1 CoA-SH fluorescence | actives 0.21% (n = 390,000) | AID 504327 | Q92830 | Potency, µM (doses to about 58.9 µM), inactives show at the top dose activity change, negative = inhibition, actives largely listed as inhibitors
# Target sequence (Q92830 whole entry, looked up): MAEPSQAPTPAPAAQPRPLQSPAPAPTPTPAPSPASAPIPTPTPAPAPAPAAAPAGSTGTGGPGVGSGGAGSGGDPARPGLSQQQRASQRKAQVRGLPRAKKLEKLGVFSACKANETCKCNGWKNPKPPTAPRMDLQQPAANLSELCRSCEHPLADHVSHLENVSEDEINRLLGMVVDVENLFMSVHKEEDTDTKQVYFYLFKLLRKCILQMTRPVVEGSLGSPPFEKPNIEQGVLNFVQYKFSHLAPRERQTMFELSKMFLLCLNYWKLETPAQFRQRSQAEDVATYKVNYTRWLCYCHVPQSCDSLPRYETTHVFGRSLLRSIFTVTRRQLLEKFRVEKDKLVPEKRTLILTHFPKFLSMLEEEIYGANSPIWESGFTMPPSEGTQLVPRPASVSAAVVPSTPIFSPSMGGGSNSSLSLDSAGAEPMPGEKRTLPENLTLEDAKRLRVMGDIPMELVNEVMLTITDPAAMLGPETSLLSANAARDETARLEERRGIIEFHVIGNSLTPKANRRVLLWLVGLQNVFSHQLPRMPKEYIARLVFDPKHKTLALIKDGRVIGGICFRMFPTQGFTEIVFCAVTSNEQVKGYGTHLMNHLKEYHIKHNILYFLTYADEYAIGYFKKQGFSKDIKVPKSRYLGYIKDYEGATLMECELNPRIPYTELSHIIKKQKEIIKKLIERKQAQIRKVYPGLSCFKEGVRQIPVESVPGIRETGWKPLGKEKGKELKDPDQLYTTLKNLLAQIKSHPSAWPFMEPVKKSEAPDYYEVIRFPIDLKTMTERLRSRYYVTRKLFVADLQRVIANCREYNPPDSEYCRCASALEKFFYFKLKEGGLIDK
#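 Free CoA generated was detected with ThioGlo1 (50uM) fluorescence at Ex340nm/Em540nm, read immediately and after 20 min at room temperature. Enzyme, 20 nM in HEPES pH 7.5 buffer, saw compounds 15 min before adding 75uM H3(1-25) peptide and 70uM acetyl-CoA.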
# * marks the source's active call; other numbers are inactive results; ? = inconclusive; · = not tested or not shown; & = joins results of further samples; [ ] = another dose, or the depositor's remark. Calls come from the whole dose curve; as a rule, active = well fitted curve in the direction sought with a large enough effect; inconclusive = small, poorly fitted or top-dose-only effect, or another doubt; inactive = no such curve, though single readings can be large; an effect the other way counts as inactive or inconclusive. % is set by controls: 0 for no effect and ±100 for the full control effect; potency is the fitted concentration of half-maximal effect.
# Results follow in this order: TDP1 cell noCPT | DT40 TDP1 CPT | KAT2A inh
Cc1ccc(CS(=O)Cc2ccc(C(=O)NC3CCCC(C)C3C)o2)cc1 (centres undefined)
→ ? | 21µM* | -2%
O=C(CS(=O)(=O)Cc1ccccc1)Nc1ccc(S(=O)(=O)N2CCOCC2)cc1
→ -11% | -23% | 0%
O=C(OCc1ccc(Cl)c(Cl)c1)c1ccc[nH]1
→ -6% | 1% | -8%
O=C(CSc1nnc(-c2cccs2)n1Cc1ccco1)Nc1ccc2c(c1)OCO2
→ -23% | -9% | 0%
O=C(COC(=O)c1c(F)cccc1F)NCc1ccc2c(c1)OCO2
→ 3% | 5% | 2%
O=C(Nc1cccnc1)c1ccc(CSc2ccccc2)cc1
→ -13% | -3% | -1%
c1ccc(CCn2nnnc2C(c2cccnc2)N2CCN(c3nc4ccccc4s3)CC2)cc1 (centres undefined)
→ 11µM* | 18µM* | -7%
C=C1CCC(O)C2(C)CCC3C(C)C(=O)OC3C12O (centres undefined)
→ 21% | 31%[activator] | 7%
O=[N+]([O-])c1ccc(NC(=S)N2CCc3ccccc3C2)cc1
→ ? | -20% | -5%
COc1ccc(CNC(=O)/C=C/c2cc([N+](=O)[O-])ccc2OC(F)F)cc1
→ -21% | 15% | -5%
COc1ccc(CNC(=O)c2ccc(S(=O)(=O)N3CCOCC3)cc2)cc1
→ ? | -29% | 1%
COC(=O)CNC(=O)C(Cc1c[nH]c2ccccc12)NC(=O)Oc1ccccc1 (centres undefined)
→ -2% | -1% | 0%
C=C(C)C1(O)OC(=O)C=C1OC (centres undefined)
→ 16µM* | 5.2µM* | 2%&8%
O=C(Cc1ccc([N+](=O)[O-])cc1)N/N=C/c1ccc([N+](=O)[O-])o1
→ 9.2µM* | 10µM* | -15%
CCOc1ccc(-n2cnnn2)cc1S(=O)(=O)NC1CC1
→ -9% | -20% | -1%
C=C(c1ccccc1O)n1ccnc1
→ -20% | 11% | 3%
NC(=O)c1cccc(-c2csc(C(O)c3cccc(Cl)c3)n2)c1 (centres undefined)
→ ? | ? | ·
COc1cc(C(C)=O)ccc1OCC(=O)Nc1ccccc1N1CCCCC1
→ 8.2µM* | 9.2µM* | -8%
O=C(Nc1ccc2c(c1)OCO2)c1ccc(S(=O)(=O)NCC2CCCO2)cc1 (centres undefined)
→ -27% | ? | 1%
Cc1cc(C)c2c3c(sc2n1)C1(CCSCC1)C(C#N)=C(N)O3
→ ? | ? | -8%
COc1ccccc1NS(=O)(=O)c1cccc(C(=O)N/N=C/c2ccc(OCC(=O)O)cc2)c1
→ -5% | -5% | -22%
Cn1cnc(CCNC(=O)C[C@H]2CC[C@@H]3[C@H](COC[C@H](O)CN3C(=O)C3CCCC3)O2)c1
→ 17% | 9% | ·
Cc1ccc(S(=O)(=O)N(C)CC(=O)NC2CCCC2)cc1
→ -3% | -24% | 2%
Cc1cc(C)c(NC(=O)C2CCC(=O)N2)c(C)c1 (centres undefined)
→ -11% | 9% | -7%
O=C(CC1(O)C(=O)N(CN2CCOCC2)c2ccccc21)c1ccccc1 (centres undefined)
→ -28% | ? | ·
CCn1cc(C(=O)NN)c(=O)c2cc(F)c(N3CCCCC3)cc21
→ 4% | ? | -8%
Nc1cccc(/C=C/C(=O)O)c1
→ 9% | -5% | -3%
O=C(COc1ccc(-n2cnnn2)cc1)Nc1ccc(F)c(Cl)c1
→ -20% | 2% | 1%
Cc1noc(C)c1S(=O)(=O)N(C)C[C@@H]1OCc2cnnn2CCCC(=O)N([C@H](C)CO)C[C@@H]1C
→ 11% | 4% | ·
CNC(=S)NCc1ccc(Cl)cc1
→ -10% | -9% | ·
Cc1noc(C)c1S(=O)(=O)Nc1ccc(O)c2c(=O)cc(-c3ccccc3Cl)oc12
→ ? | -19% | -13%
CC(C)C(=O)Nc1ccc2nc(SCC(=O)N3CCOCC3)sc2c1
→ ? | -26% | 1%
CCOc1ccc2c(c1)[C@@H]1C=CC[C@@H]1[C@H](c1ccccc1Cl)N2
→ -16% | -4% | -8%
CC1CCC(NC(=O)Cn2cnc3sccc3c2=O)CC1 (centres undefined)
→ 11% | -9% | -4%
COc1cccc(CNC(=O)Cn2ncn3c(cc4ccccc43)c2=O)c1
→ -13% | ? | -9%
COC(=O)c1c(C)[nH]c(C(=O)OCC(=O)c2ccc(C)s2)c1C
→ ? | ? | 0%
COc1ccc(NC(=S)NCCc2ccccc2)c(OC)c1
→ ? | ? | -9%
COC(=O)c1ccc2c(=O)[nH]c(COC(=O)c3c(-c4ccccc4Cl)noc3C)nc2c1
→ -20% | -15% | -4%
CC(=O)c1ccc(NC(=O)Cn2c(=O)nc(-c3ccccc3)c3ccccc32)cc1
→ -19% | 5% | 0%
C/C(CC(=O)Nc1ccc(Cl)cc1C(F)(F)F)=N\NC(=O)c1cccs1
→ -12% | -8% | ?
Oc1ccc(/C=N/N2CCCCC2)c(O)c1O
→ 10µM* | 5.8µM* | 1%
O=C1OC(c2ccccc2)=N/C1=C\N1CCCCC1
→ -23% | -2% | -14%
CC1CCCN(C(=O)Cn2nnc(-c3cccnc3)n2)C1 (centres undefined)
→ -15% | 5% | -3%
O=c1c(CCc2ccccc2)nc2cncnc2n1C1CC1
→ -20% | 2% | 0%
COC(=O)[C@@]12C[C@@H](CC(=O)NCCC(C)C)C(=O)N(CCc3ccc(OC)c(OC)c3)C1=CCC(C)(C)C2
→ 21µM* | ? | ·
Cc1occc1-c1nnc(SCC(=O)c2ccc(Cl)cc2)n1CC1CCCO1 (centres undefined)
→ -28% | -5% | -4%
CCC(NC(=O)c1cc(COc2cncc(Cl)c2)on1)c1ccncc1 (centres undefined)
→ ? | ? | 0%
O=C(NC(=S)Nc1ccc(Cc2ccncc2)cc1)c1ccccc1F
→ ? | ? | -6%
O=C(CSc1nnc(COc2ccccc2)o1)Nc1cc(C(F)(F)F)ccc1Cl
→ 6% | -24% | 1%
O=C(NC1CCCC1)C(c1ccc(Cl)cc1)N(Cc1ccc(F)cc1)C(=O)CCl (centres undefined)
→ 2.6µM* | 2.6µM* | -2%
COc1cccc(NC(=O)Cn2nnc(C(=O)NCCc3ccccc3)c2N)c1
→ 13%&16% | -1%&4% | 2%&0%
CC(=O)NC1=NN(C(C)=O)C2(S1)C(=O)N(CC(C)C)c1ccc(C)cc12 (centres undefined)
→ -1% | -1% | 1%
COc1ccc(S(=O)(=O)NCCc2nnc3ccc(SCC(=O)Nc4cc(C)on4)nn23)cc1
→ 15% | 7% | -3%
Cc1ccc(-n2c(N)c(Br)c(=O)[nH]c2=O)cc1C
→ 3% | ? | -3%
COC(=O)C(C)NC(=O)C(C)NC(=O)OCc1ccccc1 (centres undefined)
→ ? | -17% | -12%
COc1ccc(-c2cc(C(=O)Nc3c(C)nn(Cc4ccccc4)c3C)no2)cc1
→ -28% | -23% | -9%
O=C(CCc1ccc(S(=O)(=O)NCCc2ccccc2)cc1)Nc1ccc2c(c1)OCCO2
→ ? | -16% | 0%
Fc1ccc(-c2oncc2-c2nnnn2-c2ccccc2)cc1F
→ -6% | 7% | 3%
CCOC(=O)c1[nH]c2ccc(OC)cc2c1NC(C)=O
→ -12% | 3% | -19%
COc1cccc(CN2CCNC(=O)C2CC(=O)NCC2CCOCC2)c1 (centres undefined)
→ 20% | -27% | -3%

# Carrying on.
# Results follow in this order: TDP1 cell noCPT | DT40 TDP1 CPT | KAT2A inh
COc1cc(OC)c(NS(=O)(=O)c2ccc3c(c2)CCCN3C(C)=O)cc1Cl
→ ? | ? | 4%
COc1ccc(C(=O)Nc2ccccc2N2CCCCC2)cc1[N+](=O)[O-]
→ ? | ? | 0%
Fc1cc(Cl)ccc1NC(=S)NCCN1CCOCC1
→ 1% | 9% | 2%
O=C(CSc1nn(-c2ccccc2)c(=S)s1)NC(=O)NCc1ccco1
→ ? | -18% | -6%
CCOc1ccc(-c2ccc(SCC(=O)NC3CCCCC3)nn2)cc1
→ -4% | -10% | 0%
CCOC(=O)c1c(C)nc(C(Cl)(Cl)Cl)nc1N
→ 2% | -24% | 11%
CCC(=O)N1CCc2cc(Br)cc(S(=O)(=O)NCC3CCCO3)c21 (centres undefined)
→ -6% | -4% | -9%
O=C1CSC(c2ccc([N+](=O)[O-])cc2)N1CCN1CCCCC1 (centres undefined)
→ -23% | 7% | -2%
O=C(COC(=O)c1cc2ccccc2cc1O)Nc1cccnc1Cl
→ -3% | -12% | -2%
COc1ccc(Cn2ccc3nc(C)c(C(=O)N4CCN(c5ccccc5OC)CC4)cc3c2=O)cc1
→ 23µM* | ? | -1%
COC(=O)c1ccc(C)c(NC(=O)C2COc3ccccc3O2)c1 (centres undefined)
→ ? | 0% | -13%
CCCCn1nc2cc(C(=O)N[C@H](C)C3CCCCC3)ccc2c1OCC
→ ? | ? | -17%
O=C(CCc1ccccc1)Nc1ncc([N+](=O)[O-])s1
→ ? | 21µM* | -4%
O=C(CSc1ccc(-c2cccnc2)nn1)c1ccc([N+](=O)[O-])cc1
→ ? | -17% | -7%
Clc1ccc(-c2csc(Nc3cccnc3)n2)cc1
→ -22% | -3% | -5%
Nn1c(SCC(=O)Nc2ccc(F)cc2F)nnc1-c1cccnc1
→ 3% | -11% | -7%
CCCc1nnc(NC(=O)c2cc(=O)c3cc(Cl)ccc3o2)s1
→ 3% | 1% | -5%
O=S1(=O)CCN2C=C(Cl)C=C(Cl)C2=N1
→ ? | 9% | -4%
NC(=O)CSc1nnnn1-c1cccc(O)c1
→ -13% | -4% | 3%
CSc1ncc(C(=O)Nc2cccc(Cl)c2C)c(-c2ccccc2)n1
→ ? | -16% | -1%

# One compound at a time, from the list above. Values in the order: TDP1 cell noCPT, DT40 TDP1 CPT, KAT2A inh
# Fc1cc(Cl)ccc1NC(=S)NCCN1CCOCC1 is entered as 1%, 9%, 2%
# O=C(CSc1nn(-c2ccccc2)c(=S)s1)NC(=O)NCc1ccco1 is entered as ?, -18%, -6%

# Structures from the list above containing fluorine, in the order listed:
# Results follow in this order: TDP1 cell noCPT | DT40 TDP1 CPT | KAT2A inh
O=C(COC(=O)c1c(F)cccc1F)NCc1ccc2c(c1)OCO2
→ 3% | 5% | 2%
COc1ccc(CNC(=O)/C=C/c2cc([N+](=O)[O-])ccc2OC(F)F)cc1
→ -21% | 15% | -5%
CCn1cc(C(=O)NN)c(=O)c2cc(F)c(N3CCCCC3)cc21
→ 4% | ? | -8%
O=C(COc1ccc(-n2cnnn2)cc1)Nc1ccc(F)c(Cl)c1
→ -20% | 2% | 1%
C/C(CC(=O)Nc1ccc(Cl)cc1C(F)(F)F)=N\NC(=O)c1cccs1
→ -12% | -8% | ?
O=C(NC(=S)Nc1ccc(Cc2ccncc2)cc1)c1ccccc1F
→ ? | ? | -6%
O=C(CSc1nnc(COc2ccccc2)o1)Nc1cc(C(F)(F)F)ccc1Cl
→ 6% | -24% | 1%
O=C(NC1CCCC1)C(c1ccc(Cl)cc1)N(Cc1ccc(F)cc1)C(=O)CCl (centres undefined)
→ 2.6µM* | 2.6µM* | -2%
Fc1ccc(-c2oncc2-c2nnnn2-c2ccccc2)cc1F
→ -6% | 7% | 3%
Fc1cc(Cl)ccc1NC(=S)NCCN1CCOCC1
→ 1% | 9% | 2%
Nn1c(SCC(=O)Nc2ccc(F)cc2F)nnc1-c1cccnc1
→ 3% | -11% | -7%

# Only part of the results is shown; rates above refer to the full screens.
